# Compound activity from PubChem.
# PMI act hi M6P = activators of human phosphomannose isomerase at near-saturating mannose 6-phosphate. activation factor at 20 µM. P34949. coupled PMI enzyme assay, resazurin fluorescence, 20 min; hits give high values; 1 = untreated enzyme, 0 = substrate-free blank. actives 0.34% (n = 190,000);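 active = activation factor of 2 or more at 20 µM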
#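 assay system = human phosphomannose isomerase with PGI, G6PDH, diaphorase coupling enzymes | quantity = 15 ng/mL PMI | incubation = enzyme reaction with compound 20 min at room temperature | medium = HEPES pH 7.4 buffer with MgCl2 and Tween-20 | compound dosing = one concentration, 20 µM, in 1% DMSO | measured by = Diaphorase-driven resazurin-to-resorufin fluorescence, excitation 544, emission 590 nm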
# PMI activator = increases human mannose-6-phosphate isomerase activity; P34949; activation factor at 20 µM; actives 0.005% (n = 190,000); purified human PMI, coupled resazurin fluorescence, 20 min; hits give high values; 1 = vehicle control, 0 substrate-free wells; AID 1214;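 active = activation factor of 2 or more at 20 µM, relative to plate controls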
# TLR4 MyD88 comp = inhibitors of human TLR4-MyD88 binding. O00206+Q99836. actives 0.18% (n = 200,000). HeLa CL3-4 TLR4/MyD88 BLA complementation, FRET ratio. inhibition, % at 8.4 µM; in the data active = inhibition above about 25%;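 note: 0% = vehicle and 100% = reference inhibitor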
# Target sequence (O00206 whole entry, looked up): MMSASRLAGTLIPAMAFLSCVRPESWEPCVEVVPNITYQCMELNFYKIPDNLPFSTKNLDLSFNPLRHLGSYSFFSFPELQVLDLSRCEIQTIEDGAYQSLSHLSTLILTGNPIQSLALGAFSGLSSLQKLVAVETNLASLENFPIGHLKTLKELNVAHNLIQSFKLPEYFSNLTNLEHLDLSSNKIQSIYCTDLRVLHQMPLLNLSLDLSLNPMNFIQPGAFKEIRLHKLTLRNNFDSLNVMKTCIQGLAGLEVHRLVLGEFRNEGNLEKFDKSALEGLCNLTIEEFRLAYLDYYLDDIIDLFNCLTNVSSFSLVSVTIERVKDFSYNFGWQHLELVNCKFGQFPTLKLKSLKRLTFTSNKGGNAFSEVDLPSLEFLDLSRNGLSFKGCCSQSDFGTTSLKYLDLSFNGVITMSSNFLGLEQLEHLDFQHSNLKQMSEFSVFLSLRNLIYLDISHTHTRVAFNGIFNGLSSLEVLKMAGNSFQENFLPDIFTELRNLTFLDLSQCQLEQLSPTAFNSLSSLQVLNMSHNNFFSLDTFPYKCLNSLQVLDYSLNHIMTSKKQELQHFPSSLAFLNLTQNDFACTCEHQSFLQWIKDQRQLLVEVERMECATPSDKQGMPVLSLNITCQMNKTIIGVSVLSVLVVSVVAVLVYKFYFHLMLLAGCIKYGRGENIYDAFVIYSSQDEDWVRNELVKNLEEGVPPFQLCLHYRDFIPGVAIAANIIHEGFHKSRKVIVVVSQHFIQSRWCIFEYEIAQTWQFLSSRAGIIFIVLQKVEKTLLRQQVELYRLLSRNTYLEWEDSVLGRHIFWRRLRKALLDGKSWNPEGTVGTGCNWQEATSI
# Target sequence (Q99836 whole entry, looked up): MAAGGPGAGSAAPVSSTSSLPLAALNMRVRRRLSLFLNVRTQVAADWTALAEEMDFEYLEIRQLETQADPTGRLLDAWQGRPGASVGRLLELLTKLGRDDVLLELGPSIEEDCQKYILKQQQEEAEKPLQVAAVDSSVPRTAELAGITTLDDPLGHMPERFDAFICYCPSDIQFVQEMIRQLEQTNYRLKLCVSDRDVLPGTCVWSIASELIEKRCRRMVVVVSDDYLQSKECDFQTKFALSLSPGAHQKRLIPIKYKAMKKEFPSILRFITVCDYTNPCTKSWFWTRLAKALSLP
# Lmaj promast = reduces viability of Leishmania major promastigotes; resazurin fluorescence viability; inhibition, % at 10 µM; actives 9% (n = 200,000);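 note: promastigotes grown with compound for 44 hours at 28 °C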
# G6PDH CS = L. mesenteroides G6PDH inhibition counter-screen | Purified L. mesenteroides G6PDH, diaphorase/resazurin coupled fluorescence, 45 min | inhibition, % at 5 µM | actives 0.12% (n = 200,000)
# Diaphorase inh = diaphorase inhibition or chemical oxidation counter-screen. diaphorase resazurin-to-resorufin fluorescence, NADH, 16 min; bacterial (C. kluyveri) enzyme, not human. inhibition, % at 20 µM. actives 0.69% (n = 190,000). AID 1217;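 active = primary screen inhibition at 20 µM above a set limit, cut at about 50% in these data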;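 note: plate controls were DMSO with full reaction for no effect and wells lacking NADH for full effect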
#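 Benchmarks: positive control wells lacking NADH, neutral wells with DMSO only. System: bacterial diaphorase enzyme (C. kluyveri). Input: 0.14 U/mL diaphorase, enzyme working solution. Detection: resorufin fluorescence, excitation 544 nm, emission 590 nm. Times: 16-min room-temperature incubation before reading.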
# RAM network inh = inhibitors of the yeast RAM network; actives 1.8% (n = 190,000); inhibition, % at 50 µM; S. cerevisiae dse1pr::URA3 reporter, 5-FOA growth OD615, 2 d; analog-sensitive cbk1-as2 kinase mutant strain; AID 868;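 active = inhibition above a set limit, 3 SD over mean compound inhibition, cut at about 8.4% in these data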;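 note: 0% = DMSO-only wells with no growth and 100% = 10 µM 1-NA-PP1 full growth; inhibition rescues growth on 5-FOA so higher OD means more RAM inhibition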
# Redox H2O2 prof = compounds producing H2O2 with reducing agent – biochemical, NIH compound library profiling, artefact control for MLSCN library redox annotation, primary screen | DTT-dependent redox cycling H2O2, phenol red/HRP absorbance; 100% = 100 µM peroxide control, 0% = buffer | actives 0.03% (n = 200,000) | activation, % at 10 µM;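 active = activation of at least 50% relative to the plate's high and low controls in the primary single-dose screen; inactive = activation below 50%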;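 note: compound incubated with DTT at 0.8 mM final as the reducing agent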
# Diaphorase act = activates diaphorase or chemically reduces, flagging diaphorase assay artifacts; Diaphorase/resazurin coupled assay, resorufin fluorescence, 16 min; hits give high values; 1 = vehicle wells, 0 = NADH-free wells; activation factor at 20 µM; actives 0.005% (n = 190,000); AID 1229;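 active = diaphorase activity raised at least twofold by the compound at 20 µM; inactive = activation factor below 2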
#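 Material: purified diaphorase enzyme from Clostridium kluyveri / Medium: HEPES pH 7.4 buffer with MgCl2 and Tween 20 / Schedule: enzyme reaction of 16 min at room temperature / Measured by: resorufin fluorescence, excitation 544 nm, emission 590 nm / Evaluation: rise in resorufin formation, marking diaphorase activation or chemical reduction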
# Hsp70 activator = transcriptional activators of Hsp70; HeLa Hsp70 promoter luciferase reporter, luminescence; scaled: vehicle 0, proteasome-inhibitor control 100%; activation, % at 10 µM; actives 0.04% (n = 200,000);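 active = activation above the mean across all tested compounds plus 3 SD, cutoff set per campaign, cut at about 5.5% in these data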;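 note: 100% = MG132 at 30 µM as the positive control and 0% = DMSO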
# S1P3 antagonist = antagonists of human S1P3 receptor | Q99500 | CHO S1P3 NFAT-BLA reporter, FRET fluorescence, antagonist mode | inhibition, % at 4.98 µM | actives 0.27% (n = 170,000);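 active = inhibition above the plate cutoff, the mean inhibition of test wells on that plate plus 3 SD, cut at about 28% in these data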;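 note: cells challenged with S1P at its EC80 of 0.8 µM; blue over green emission ratio from cleaved BLA substrate after 4 h stimulation; 0% = S1P-stimulated wells and 100% = unstimulated DMSO-only wells; some compounds past the cut are filed as inactive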
# Starred values were filed as active, the others as inactive; / = no result given. Cut-off read from the data, not from the text of the source, unless noted: active = inhibition above about 50%; inactive = the rest.
SMILES,PMI act hi M6P,PMI activator,TLR4 MyD88 comp,Lmaj promast,G6PDH CS,Diaphorase inh,RAM network inh,Redox H2O2 prof,Diaphorase act,Hsp70 activator,S1P3 antagonist
O=C(CSc1nnc(-c2ccccc2)o1)N1CCOCC1,1,1.1,-18,-2,18,7,2.0,-0.1,0.9,-0.1,17
CC1(C)Cc2c(c(-c3ccco3)[nH]c(=O)c2C#N)CS1,0.8,0.6,0,18,-7,46,-0.8,-2.2,0.5,0.1,/
OCCN1CCN(CC(O)COCc2ccc3c(c2)OCO3)CC1 (stereo not drawn),1.3,1.3,-9,-4,3,3,1.1,-0.8,1,0.4,/
COc1ccccc1NC(=S)NNC(=O)c1cc(C)n(C)n1,0.9,0.9,-3,-5,2,13,0.7,-7.1,0.9,-0.4,/
O=C(c1cc2ccccc2oc1=O)N(Cc1cccs1)Cc1ccccc1Cl,0.9,0.9,2,5,5,11,4.9,1.6,0.9,-0.6,/
C=CCOc1ccc(CNn2nnnc2N)cc1,0.9,0.9,-2,0,0,9,0.7,1.2,0.9,-0.2,/
NS(=O)(=O)c1ccc(NC(=S)NC2CCCCC2)cc1,1,1,-12,21,13,1,0.5,2.2,1,-0.4,-1
Cc1ccc(-c2ccccc2[C@@H]2C[C@H]3CN(C)C(=O)[C@]34CCCN24)o1,0.9,1,9,2,15,7,0.3,-0.9,0.9,-0.2,15
C/C(=N/OCO/N=C(\C)c1ccc(F)cc1F)c1ccc(F)cc1F,1.2,1,-1,-7,-2,-6,-0.2,1.6,1.1,-0.4,-4
COc1ccc(OC)c(S(=O)(=O)N(C)CC(=O)Nc2ccccc2OC)c1,0.9,0.9,-16,0,-14,8,1.1,2.4,0.9,-0.2,-5
CC(C)(C)C(=O)NCCCNc1ccc([N+](=O)[O-])cc1,0.9,1,12,-7,5,13,1.3,0.5,0.9,0.1,-16
FC(F)(F)c1nc(N2CCCC2)ncc1-c1nnnn1-c1ccccc1,1,1,4,17,2,3,0.3,-4.0,1,-0.3,/
Fc1cccc(NC(=S)N2CCn3cccc3C2c2cccnc2)c1 (stereo not drawn),0.8,0.9,-10,92*,4,12,1.3,0.3,0.9,-0.2,11
CC1=CC(C)(C)NC(=S)N1c1ccccc1,1,1,1,-4,4,4,1.3,0.4,1,0.0,/
CC1CN(S(=O)(=O)c2ccc(C(=O)Nc3sccc3C(N)=O)cc2)CC(C)O1 (stereo not drawn),0.8,0.9,-7,7,3,20,0.3,-0.4,0.8,-0.5,4
CCCn1c(C)cc(C(=O)COc2ncnc3sccc23)c1C,1,1.1,-1,-1,9,9,1.1,-0.8,0.9,-0.4,9
CCCCOc1ccc(N(CC(=O)NCC2CCCO2)C(=O)CCC(=O)Nc2nccs2)cc1 (stereo not drawn),0.9,0.9,10,-1,8,4,3.7,-1.4,1,-0.3,7
O=C(N/N=C\C=C\c1ccc2c(c1)OCO2)c1ccc(F)cc1,1.1,1.1,15,0,1,-11,3.0,0.3,1.1,-0.3,1
CC12CCC(C(=O)Nc3nc4ccccc4s3)(OC1=O)C2(C)C (stereo not drawn),0.9,0.9,-2,4,11,21,0.3,-0.1,0.8,0.2,-15
CCOc1cc(NC(=S)NCC2CCCO2)c(OCC)cc1NC(=O)CC(C)C (stereo not drawn),0.8,0.9,3,0,5,21,2.1,0.0,0.8,-0.1,9
O=C(Cc1ccc(Cl)cc1)NCc1nc(-c2ccccc2)no1,0.9,0.9,-13,-1,4,16,2.4,-0.5,0.8,0.0,-16
COCC(C)n1c(C)cc(C(=O)CSc2ccc(NC(C)=O)cc2)c1C (stereo not drawn),1.1,1,7,15,4,11,0.6,0.3,0.9,0.2,/
COC(=O)c1c(NC(C)=O)sc(C(=O)Nc2ccccc2C)c1C,0.9,0.9,0,-6,16,8,1.3,0.5,0.9,0.0,-14
CCC(C)NCC(=O)Nc1ccc([N+](=O)[O-])cc1C(=O)Nc1ccccc1F (stereo not drawn),1.1,1,-5,12,5,2,0.9,-2.6,1,-0.3,-14
Cc1ccccc1NC(=O)/C(=C/c1ccco1)c1ccccc1,1.1,1.1,9,5,6,4,-1.4,-0.1,1,0.1,/

# An excerpt from above with just TLR4 MyD88 comp and Hsp70 activator.
smiles	TLR4 MyD88 comp	Hsp70 activator
COCC(C)n1c(C)cc(C(=O)CSc2ccc(NC(C)=O)cc2)c1C (stereo not drawn)	7	0.2
COC(=O)c1c(NC(C)=O)sc(C(=O)Nc2ccccc2C)c1C	0	0.0
CCC(C)NCC(=O)Nc1ccc([N+](=O)[O-])cc1C(=O)Nc1ccccc1F (stereo not drawn)	-5	-0.3
Cc1ccccc1NC(=O)/C(=C/c1ccco1)c1ccccc1	9	0.1

# Next section.
SMILES,PMI act hi M6P,PMI activator,TLR4 MyD88 comp,Lmaj promast,G6PDH CS,Diaphorase inh,RAM network inh,Redox H2O2 prof,Diaphorase act,Hsp70 activator,S1P3 antagonist
Cc1cccc(OCC(=O)Nc2ccccc2F)c1,1,0.9,12,9,15,15,0.9,-0.4,0.8,0.1,-8
CSCCC(=O)N1CCCC(CNC(=O)c2ccc(-c3ccccc3)cc2)C1 (stereo not drawn),/,/,0,-4,13,/,0.5,0.4,/,-0.3,8
O=C(c1cccs1)N1CCC(c2nc(-c3ccc(S(=O)(=O)N4CCOCC4)cc3)no2)CC1,0.9,0.9,-7,2,3,26,2.7,-0.8,0.7,-0.2,12
O=C(Nc1cc(C(F)(F)F)ccc1N1CCCCC1)c1cccc([N+](=O)[O-])c1,0.9,0.8,12,2,-5,22,4.4,0.4,0.8,-0.2,/
Cc1c(C)c2ccc(OCC(=O)N3CCOCC3)c(C)c2oc1=O,1,0.9,-4,-5,4,7,0.0,-0.5,0.9,-0.2,-4
Cc1ccc(NC(=O)COc2ccccc2C(=O)NCCN(C)C)cc1,1,1.1,-14,3,2,-17,0.5,0.3,1.2,0.0,-4
O=C(c1cccs1)N1CCCc2ccccc21,1,0.9,2,-5,-1,10,0.7,0.9,0.9,-0.3,-3
O=c1c2ccccc2nc(SCc2cn3ccsc3n2)n1-c1ccc(F)cc1,0.8,0.8,-6,12,-43,28,-0.9,-3.7,0.7,0.0,31
O=C(Oc1ccc2ccccc2c1)c1cncc(Br)c1,0.9,0.8,9,-6,11,12,1.4,0.1,0.9,-0.3,/
CCN(CC(=O)Nc1ccccc1OC)CC(=O)Nc1ccccc1-c1ccccc1,1,1,-7,20,8,24,0.7,0.7,0.8,-0.2,-2
CC1=Nn2c(nc(-c3ccccc3)c2-c2ccccc2)NC(=O)C1Br (stereo not drawn),1,1,-3,-5,2,9,0.3,-0.3,0.9,-0.1,/
O=C(CCCCCCN1C(=O)c2ccccc2C1=O)Nc1nccs1,1,1,4,0,5,16,3.9,-0.7,0.8,-0.3,/
CCOc1ccc(NC(=O)CCN2CCN(S(=O)(=O)c3cc(Cl)ccc3OC)CC2)cc1,0.9,0.9,-3,99*,-23,16,0.4,-0.4,0.8,-0.5,-19
CN(C)C(=O)c1cn(-c2ccccc2)nc1-c1cccs1,1.1,1,9,54*,1,7,1.1,0.3,0.9,-0.1,/
Cn1c(/N=C/c2ccc3c(c2)OCO3)nc2ccccc21,1.1,1.1,11,4,-2,4,0.0,1.9,1,-0.1,-6
CCOc1ccc(N=C2NC(=O)S/C2=C\c2ccc(OC)cc2)cc1,0.9,0.9,-15,-3,4,11,5.5,0.1,0.9,-0.4,/
CCCC1CC(c2csc(N)n2)CCO1 (stereo not drawn),1,1,12,-6,5,11,-0.3,0.9,0.9,-0.5,-47
O=C(c1ccc(Oc2ccc([N+](=O)[O-])cc2Cl)cc1)N1CCCC1,1.1,1.1,10,5,1,-7,1.2,-1.9,1.1,-0.1,1
Cc1cc(C)c(C#N)c(SCC(=O)Nc2ccc(S(=O)(=O)Nc3onc(C)c3C)cc2)n1,1,1,4,-13,-1,7,6.3,-1.3,0.9,-0.3,-39
CC1CN(c2oc(Cc3cccc4ccccc34)nc2C#N)CC(C)O1 (stereo not drawn),1,1,-6,18,-5,18,9.9*,-3.5,0.8,-0.1,10
CCOC(=O)Cc1csc(SCc2nc3sc4c(c3c(=O)[nH]2)CCC4)n1,1,0.9,11,-12,2,20,5.9,0.2,0.8,0.2,/
COC(=O)c1c(N2C(=O)Nc3ccccc3N2O)sc(C)c1C,1.2,1.2,12,-8,8,2,-1.1,0.0,1,-0.4,-21
CC1CCN(c2ccc(NC(=O)c3cccnc3Cl)cc2)CC1,/,/,-5,6,13,/,1.1,-0.6,/,-0.2,-15
COCCn1c(SCC(=O)Nc2ncc(Cl)c(C)c2Cl)nc2ccccc21,1,0.9,11,9,1,16,1.9,1.4,0.8,-0.1,-4
COc1ccc(COc2cc(-c3cccc(OC)c3)nc3ccc(NC(=O)c4ccccc4)cc23)cc1,1.1,1,1,68*,20,9,3.4,1.8,0.9,1.1,4
O=C1c2ccccc2NC(c2ccc3c(c2)OCO3)N1O (stereo not drawn),1.3,1.2,-10,-10,11,4,0.4,-0.5,1,-0.1,-17
CC(=O)Nc1nc(-c2ccc(Cl)cc2)ns1,1.1,1.1,-6,0,-7,2,1.5,-0.2,1,-0.3,-9

# Six entries already listed, sorted by the number in Diaphorase act, largest number first.
Molecule	Diaphorase act
Cc1ccc(NC(=O)COc2ccccc2C(=O)NCCN(C)C)cc1	1.2
O=C(c1ccc(Oc2ccc([N+](=O)[O-])cc2Cl)cc1)N1CCCC1	1.1
O=C1c2ccccc2NC(c2ccc3c(c2)OCO3)N1O (stereo not drawn)	1
COc1ccc(COc2cc(-c3cccc(OC)c3)nc3ccc(NC(=O)c4ccccc4)cc23)cc1	0.9
CC1CN(c2oc(Cc3cccc4ccccc34)nc2C#N)CC(C)O1 (stereo not drawn)	0.8
O=C(c1cccs1)N1CCC(c2nc(-c3ccc(S(=O)(=O)N4CCOCC4)cc3)no2)CC1	0.7

# Hits appear at their usual frequency; any-hit rate near 12%.
